RAD54 inh: inhibitors of human RAD54 branch migration, primary screen, biochemical, fluorescence, single point; DNA repair and recombination protein RAD54-like (Homo sapiens), Q92698; RAD54 Holliday junction branch migration, FAM/BHQ fluorescence; inhibition, % at 10.4 µM; hit rate 0.14% among 360,000;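 active = mean normalized replicate activity at least 40 and at least half of replicates scoring 40 or more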;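 also: 0% = median of neutral control wells and 100% = median of positive control wells; inhibitors cause a drop in the FAM fluorescence signal; in these data hits start at about 50%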
Target sequence (Q92698 whole entry, looked up): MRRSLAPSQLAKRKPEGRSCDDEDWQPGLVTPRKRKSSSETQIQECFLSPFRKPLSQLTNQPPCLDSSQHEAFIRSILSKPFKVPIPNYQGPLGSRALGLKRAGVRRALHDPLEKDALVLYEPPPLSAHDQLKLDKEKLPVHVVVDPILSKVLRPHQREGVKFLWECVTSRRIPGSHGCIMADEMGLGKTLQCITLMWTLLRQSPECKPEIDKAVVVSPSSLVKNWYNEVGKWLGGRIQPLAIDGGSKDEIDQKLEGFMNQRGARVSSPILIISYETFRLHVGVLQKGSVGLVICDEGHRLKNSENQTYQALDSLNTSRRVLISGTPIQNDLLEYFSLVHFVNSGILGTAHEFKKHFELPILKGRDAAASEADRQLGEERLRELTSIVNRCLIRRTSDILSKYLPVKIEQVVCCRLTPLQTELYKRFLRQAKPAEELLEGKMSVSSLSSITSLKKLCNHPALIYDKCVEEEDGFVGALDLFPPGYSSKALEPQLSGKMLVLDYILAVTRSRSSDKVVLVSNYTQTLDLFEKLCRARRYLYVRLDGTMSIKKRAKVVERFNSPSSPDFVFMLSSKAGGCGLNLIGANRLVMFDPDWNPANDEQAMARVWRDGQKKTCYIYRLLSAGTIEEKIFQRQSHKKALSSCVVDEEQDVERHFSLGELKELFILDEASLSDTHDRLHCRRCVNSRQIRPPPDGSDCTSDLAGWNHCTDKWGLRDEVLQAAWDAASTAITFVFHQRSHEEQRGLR
S100A4 MyoIIA: inhibitors of S100A4-myosin IIA peptide binding, primary screen, biochemical, fluorescence polarization, TAMRA-MyoIIA peptide; Protein S100-A4 (Homo sapiens), P26447; inhibition, % at 10.7 µM; hit rate 0.14% among 360,000; AID 652163, 2013;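 active = mean inhibition of at least 70% across replicates, with every replicate also reaching that level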
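incubation = readout 5 min after mixing, signal stable up to 60 min | system = S100A4 monomer protein | buffer or medium = HEPES pH 7.2 with CaCl2, KCl, NaCl, DTT, Triton | benchmarks = neutral control DMSO, positive control TFP | also added = fluorescent myosin IIA peptide, 5 nM | compound dosing = one concentration per compound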
esBAF inh: Bmi1 luciferase reporter increase in mESCs, primary screen, esBAF inhibitor project, mouse ES cells, Bmi1 luciferase knock-in, single point. hit rate 2% among 350,000. reporter increase, % at 12.5 µM. AID 602393, 2012. 24 h; 100% = twice the neutral-well signal; in the data active = activation above about 40%;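 also: 0% = median of the plate's neutral control wells and 100% = double that signal; a rise in the Bmi1 reporter signal indicates esBAF inhibition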
E-selectin induc: E-selectin induction in HUVECs, primary screen, imaging, HUVEC, immunofluorescence imaging, single point. normalized: neutral wells 0, TNF-alpha wells 100. P16581. AID 686992, 2013. activation, % at 7.58 µM. hit rate 0.37% among 260,000;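 active = mean E-selectin-positive cell signal at least 10% of the positive control, reached in at least 60% of replicates, without over 20% cell loss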;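 also: in these data hits start at about 27%; measured in HUVEC primary endothelial cells; signal is the percent of cells scored E-selectin positive by PE staining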
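Read-out: % PE-positive cells | Test system: HUVEC | Doses: One compound dose added by pin transfer | Buffer or medium: EGM-2 over gelatin coat | Signal: Immunofluorescence imaging | Benchmarks: TNF-alpha, DMSO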
RAD52 anneal inh: RAD52 DNA annealing inhibitors, primary screen, biochemical, FRET, single point, set 2; DNA repair protein RAD52 homolog (Homo sapiens), P43351; recombinant RAD52 DNA annealing, FRET fluorescence; inhibition, % at 18.7 µM; hit rate 0.46% among 360,000;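 active = every replicate showing at least 50% inhibition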
EWS-Fli block: EWS/Fli-driven NR0B1 reporter inhibitors, primary screen, A673 cells, NR0B1 luciferase, luminescence, MLPCN library. viability-normalised. inhibition, % at 12.6 µM. hit rate 0.67% among 350,000;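 active = mean inhibition of at least 50% after viability correction, with every replicate also passing that limit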;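 also: firefly luciferase signal divided by Alamar Blue viability fluorescence both relative to DMSO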
XiGFP reactiv: activators of inactive X chromosome reactivation, primary screen, imaging, XiGFP fibroblasts, GFP high-content imaging, set 2 | hit rate 0.055% among 360,000 | AID 743238, 2013 | XiGFP mouse fibroblasts, % GFP-positive cells imaging, 3 d; cells co-treated with 5-aza-dC sensitizer; scaled so ellipticine positive control = 100% | activation, % at 7.58 µM;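 active = mean normalized replicate activation at least 10% and every replicate at or above 10%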;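 also: 0% = median of on-plate neutral control wells and 100% = ellipticine 6 µM median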
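System: SV40-immortalized XiGFP fibroblast cells, line 68-5-11 / Incubation: 3-day compound exposure, then 15 min fixation at room temperature / Compound: single concentration per compound, delivered by pin transfer / Buffer or medium: DMEM plus 5-aza-dC sensitizer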
FN deposition inh: inhibitors of fibronectin matrix deposition, primary screen, AH1F cells, Alexa488-fibronectin fluorescence, plate reader; AH1F fibroblasts, overnight; inhibition, % at 12.6 µM; hit rate 0.086% among 350,000;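 active = mean inhibition across replicates of 30% or more, regardless of how many single replicates reach that level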;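 also: positive control wells lacked labelled fibronectin entirely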
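test system = AH1F fibroblasts assembling fluorescent fibronectin matrix | quantity = 10000 AH1F cells per well | buffer or medium = DMEM plus 2% serum, read in PBS | doses = single dose, pinned | incubation = 1 h cell attachment, overnight exposure to compound and label | detection = fluorescence at 485 nm excitation, 525 nm emission | read-out basis = inhibition from reduced deposited-fibronectin fluorescence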
An asterisk follows results filed as active; . = no result given.

Start of the listing, in advance:
no.	molecule	RAD54 inh	S100A4 MyoIIA	esBAF inh	E-selectin induc	RAD52 anneal inh	EWS-Fli block	XiGFP reactiv	FN deposition inh
1	CC=Cc1ccc2n(c1=O)C[C@H]1[C@H](CO)[C@@H](C(=O)NC3CCCC3)[C@@H]2N1Cc1ccncc1 (mixture of isomers)	-2	3	-11	0.1	-4	-3	0.0	.
2	COc1ccc(NC(=O)CN2CCCCC2)c([N+](=O)[O-])c1	-7	0	27	.	-24	-17	.	.

The listing (from the top)
no.	molecule	RAD54 inh	S100A4 MyoIIA	esBAF inh	E-selectin induc	RAD52 anneal inh	EWS-Fli block	XiGFP reactiv	FN deposition inh
1	CC=Cc1ccc2n(c1=O)C[C@H]1[C@H](CO)[C@@H](C(=O)NC3CCCC3)[C@@H]2N1Cc1ccncc1 (mixture of isomers)	-2	3	-11	0.1	-4	-3	0.0	.
2	COc1ccc(NC(=O)CN2CCCCC2)c([N+](=O)[O-])c1	-7	0	27	.	-24	-17	.	.
3	CN(Cc1cnn(-c2ccccc2)c1)C(=O)c1cccc(S(=O)(=O)N(C)c2ccccc2)c1	-5	-2	7	-1.3	-26	10	0.2	.
4	O=C(NCC1CCCO1)c1ccc(Cl)c(NS(=O)(=O)c2ccc(F)cc2)c1 (configuration not stated)	6	0	6	1.5	-11	6	0.0	.
5	O=C(Nc1ccc2c(c1)OCCO2)C1CCN(S(=O)(=O)c2ccc3c(c2)OCCO3)CC1	10	3	4	.	1	.	.	-6
6	O=C(Cc1ncon1)Nc1ccc(F)c(F)c1F	.	-3	-3	6.0	-8	9	0.2	15
7	COc1cccc(-c2ccc([C@@H]3[C@H](CO)N4CCCCN(C(=O)c5ccc6c(c5)OCO6)C[C@@H]34)cc2)c1	1	-4	.	-0.5	-17	12	0.1	.
8	Cn1cc(S(=O)(=O)NCCc2ccccc2)c(=O)n(C)c1=O	-4	-2	-8	1.7	-11	-4	0.0	7

Full records, looked up by structure. Order of values: RAD54 inh | S100A4 MyoIIA | esBAF inh | E-selectin induc | RAD52 anneal inh | EWS-Fli block | XiGFP reactiv | FN deposition inh
Cn1cc(S(=O)(=O)NCCc2ccccc2)c(=O)n(C)c1=O is entered as -4 | -2 | -8 | 1.7 | -11 | -4 | 0.0 | 7
CN(Cc1cnn(-c2ccccc2)c1)C(=O)c1cccc(S(=O)(=O)N(C)c2ccccc2)c1 is entered as -5 | -2 | 7 | -1.3 | -26 | 10 | 0.2 | .
O=C(NCC1CCCO1)c1ccc(Cl)c(NS(=O)(=O)c2ccc(F)cc2)c1 (configuration not stated) is entered as 6 | 0 | 6 | 1.5 | -11 | 6 | 0.0 | .
COc1ccc(NC(=O)CN2CCCCC2)c([N+](=O)[O-])c1 is entered as -7 | 0 | 27 | . | -24 | -17 | . | .
COc1cccc(-c2ccc([C@@H]3[C@H](CO)N4CCCCN(C(=O)c5ccc6c(c5)OCO6)C[C@@H]34)cc2)c1 is entered as 1 | -4 | . | -0.5 | -17 | 12 | 0.1 | .

Next section.
no.	molecule	RAD54 inh	S100A4 MyoIIA	esBAF inh	E-selectin induc	RAD52 anneal inh	EWS-Fli block	XiGFP reactiv	FN deposition inh
9	CC1(C)CC(=O)C=C(c2ccc(F)nc2)C1	4	-4	-9	.	-16	-3	0.1	-3
10	O=C(COC(=O)c1nc(Cl)c(Cl)c(Cl)c1Cl)NCc1ccccc1	5	-9	2	.	-38	31	-0.1	6
11	O=C1NC[C@@H](CCCCN2C[C@H](Cc3ccc(O)cc3)N(CCc3ccc(O)cc3)C(=O)C2=O)N(CCc2ccc(O)cc2)C1=O	.	0	.	.	-9	-3	0.1	2
12	Cc1ccc(NS(=O)(=O)c2cn(C)c(=O)n(C)c2=O)c(C)c1	6	2	1	-0.8	-8	-8	-0.1	2
13	COC(=O)C[C@@H]1CC[C@@H](NS(=O)(=O)c2ccccc2F)[C@H](CO)O1	-5	-2	4	-0.3	4	2	-0.3	2
14	CC(CN1CCCCC1)NC(=O)c1scnc1-c1ccccc1 (configuration not stated)	.	0	.	-0.2	-9	-3	0.1	-11
15	c1ccc2c(-c3cnc4cccnn34)cncc2c1	-17	1	-8	0.6	-14	-1	0.1	0
16	CCCC(=O)N1CC2(C1)CN(C(C)=O)[C@@H](CO)c1c2c2ccc(OC)cc2n1C	.	5	.	0.2	16	4	0.5	.
17	C[C@@H]1CN([C@H](C)CO)C(=O)Cc2cc(NS(=O)(=O)c3ccc(Cl)cc3)ccc2O[C@@H]1CN(C)Cc1ccc(Oc2ccccc2)cc1	-1	-5	-3	0.2	7	9	-0.6	-5
18	Cc1ccc(C)c(C(=O)COC(=O)C2CCN(c3ccc(C(F)(F)F)cn3)CC2)c1	0	-5	7	0.0	-14	6	0.1	-1
19	O=C(CCN1CCN(Cc2ccccc2)CC1)NNC(=O)Nc1cccc([N+](=O)[O-])c1	1	6	-10	1.1	-16	.	0.5	.
20	CCn1c(=O)cc(OCC(=O)N2CCc3ccccc32)c2ccccc21	-12	8	0	.	-12	2	1.8	5
21	CCCC(=O)Nc1ccc2c(c1)OC[C@H](C)N(Cc1cccc(F)c1)C[C@@H](C)[C@H](OC)CN(C)C2=O	-9	-1	8	0.0	-40	-9	-0.3	-10
22	C[C@@H]1CCCCO[C@H](CN(C)Cc2ccccc2)[C@@H](C)CN([C@@H](C)CO)C(=O)c2cc(NS(=O)(=O)c3cccs3)ccc2O1	16	-1	-2	.	18	-1	0.1	-11
23	CCc1nc(N2CCC3(CC2)OCCO3)c2nnn(Cc3ccccc3)c2n1	-9	2	3	1.6	-2	3	0.1	15
24	O=C1NC2(CCCC2)C(=O)N1CC(=O)N(Cc1ccccc1)c1ccccc1	.	1	-7	2.8	-5	0	-0.2	-4
25	O=C(c1cc(COc2c(F)cccc2F)on1)N1CCSCC1	-17	1	53*	2.9	-10	-97	0.3	-6
26	Cc1ccc(SCc2c(C(=O)N/N=C/c3ccc(C)o3)nnn2-c2nonc2N)cc1	-15	-4	-5	0.0	-7	0	0.0	-6
27	Cc1ccc(Cc2nnc(SCC(=O)Nc3ccccc3)[nH]c2=O)cc1	-9	7	-1	.	-22	-5	0.3	0
28	Cc1ccc(/C=N/N2CCCCC2)o1	.	-9	.	.	-10	-22	0.0	-2
29	Cc1nn(C)cc1NC(=O)C[C@H]1CC[C@@H]2[C@H](COc3ccc(NC(=O)c4cccc(F)c4)cc3C(=O)N2C)O1	-3	4	1	0.0	19	0	0.0	0

Reformatted: two of the compounds above
#28 Cc1ccc(/C=N/N2CCCCC2)o1
#29 Cc1nn(C)cc1NC(=O)C[C@H]1CC[C@@H]2[C@H](COc3ccc(NC(=O)c4cccc(F)c4)cc3C(=O)N2C)O1
assay / entry,28,29
RAD54 inh,.,-3
S100A4 MyoIIA,-9,4
esBAF inh,.,1
E-selectin induc,.,0.0
RAD52 anneal inh,-10,19
EWS-Fli block,-22,0
XiGFP reactiv,0.0,0.0
FN deposition inh,-2,0

Bioassay records from PubChem BioAssay.
